Lipid storage S3 = qHTS Assay for Lipid Storage Modulators in Drosophila S3 Cells. Drosophila S3 cells, BODIPY lipid droplet fluorescence, 18-24 h; cells fed with added oleic acid. lipid storage change, negative = inhibition, % at the top dose, mostly 46.1 µM; hits show Potency in µM. actives 0.64% (n = 320,000). AID 2685; active = well fitted inhibition curve with a large enough effect in the signal ratio, with a control signal flat, not every such curve was filed as active; inconclusive = small, poorly fitted or top-dose-only effect, or effect the other way, or a change in a side signal; the % refers to the signal ratio
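Drosophila S3 cells loaded with oleic acid (400 uM, as added) and compounds at several concentrations; lipid droplets imaged by 488-nm laser-scanning cytometry, 500–530 nm intensity and object ratio to cell channel. Percent activity normalized to 20 uM Triacsin C.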
Lipid storage S3 cell count max = second read-out of Lipid storage S3, no call of its own (marks repeat the call); cell number change, %; measured here: cell count max response;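 cells counted by Cell Tracker Red CMTPX staining in the red channel; peak over a dose series mostly up to 46.1 µM; percent activity relative to internal control wells on each plate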
The depositor's hits bear a star; i = inactive; u = inconclusive; x = not tested or not shown; [ ] = remark or other dose. % is scaled to controls: 0 for no effect and ±100 for the full control effect; potency is read from the fitted curve at half-maximal effect.

SMILES	Lipid storage S3	Lipid storage S3 cell count max
O=C(O)CCN1CCc2ccccc2C1c1ccncc1 (stereo not given)	u	x
CCc1cc(C)c(O)c(CC)n1	5.8%	x
COc1cc(C#N)c(NS(=O)(=O)c2ccc3[nH]c(=O)sc3c2)cc1OC	4.2%	5.2
COC(=O)Cc1cc(=O)[nH]c(/N=C(\N)Nc2cccc(C)c2)n1	-4.5%	7.5
COc1ccc(CN2CCN(Cc3cc(=O)oc4cc(C)ccc34)CC2)c(OC)c1OC	u	x
Cc1nn(C2CCS(=O)(=O)C2)c2nc(C3CC3)cc(C(=O)Nc3cccc(C#N)c3)c12 (stereo not given)	u	x
O=C(Cc1ccc(S(=O)(=O)N2CCOCC2)s1)NCCOc1ccccc1	u	x
O=C(COC(=O)C1CCN(S(=O)(=O)c2ccc3c(c2)OCCO3)CC1)Nc1ccccc1OC(F)F	12.3%	-1.0
COc1cc(/C=N/O)ccc1OCc1ccccc1Cl	1.3%	-6.3
Cc1ccc(CN(C)C(=O)c2ccccc2NC(=O)c2ccccc2)o1	10.2%	-20.9
Cc1ccc(C(=O)NC(=S)Nc2ccc3[nH]c(=O)[nH]c3c2)cc1C	-5.4%	-3.2
CC(=Nc1ccccc1)c1sc2ccccc2c1O	u	x
CCn1c(SCC(=O)Nc2nonc2C)nnc1-c1ccoc1C	u	x
O=C(O)c1ccccc1C(=O)Nc1nc(-c2ccccc2)cs1	u	x
O=C(NC1CCCC1)c1ccc(CS(=O)Cc2ccc(Cl)cc2)o1 (stereo not given)	u	x
CCN(CC)C(=O)CNC(=O)c1nn(-c2ccc(OC)c(Cl)c2)c(=O)c2ccccc12	u	x
CC(C)C(NC(=O)c1ccccc1NC(=O)c1ccco1)C(=O)NNC(=O)c1ccncc1 (stereo not given)	-13.9%	1.2
Oc1ccccc1O	u	x
CN(C)c1cc[n+](CC(=O)Nc2c(Cl)cc(Cl)cc2Cl)cc1	u	x
CC1=NC(Nc2nc(C)c3ccccc3n2)=NC(C)(C)C1	u	x
Cc1ccc(NC(=S)NCCc2c[nH]c3ccccc23)cc1	1.1%	-23.3
O=S(=O)(NC(=NCCc1ccc(Cl)cc1)c1ccccc1Cl)c1cccs1	-10.9%	1.7
Nc1ccccc1SCc1c(Cl)cccc1Cl	5.6%	-19.2
CCC(C)CCN1CCN=C1N(C)C (stereo not given)	u	x
O=C1CSC(=Nc2ccc(F)cc2)N1	2.1%	5.0
O=C(CS(=O)c1ccc(Br)cc1)N1CCOCC1 (stereo not given)	8.8%	12.4
COc1ccc(CCNC(=O)Cn2cnc3ccccc3c2=O)cc1OC	7.1%	15.1
CC(C)C(NC(=O)c1ccccc1)c1nnc(SCC(=O)NC2CCCC2)n1C (stereo not given)	i	2.4
CCc1nn2c(=O)c(S(=O)(=O)Nc3ccccc3)c(C)nc2s1	u	x
CC(=O)c1ccc(NC(=O)Nc2ccc3c(c2)N(C)C(=O)CS3)cc1	i	x
Cc1ccc(OCC(=O)Nc2ccccc2C(=O)NC2CC2)cc1C	u	x
CCOCCc1nn2c(=O)cc(CSCC(=O)Nc3ccc(OC)cc3)nc2s1	i	x
CSc1ccc(/C=C(\C(=O)O)c2ccc(S(=O)(=O)N3CCCC3)s2)cc1	6.4%	5.8
CC(C)N(CCO)C(=O)CCc1nnc(CCCc2ccccc2)o1	4.3%	-15.3
CC(C)C(NC(=O)C1CCCCC1)C(=O)Nc1ccc2c(c1)OCCO2 (stereo not given)	11.5%	-16.6
CC1=C(C(=O)OCc2ccccc2)C(c2cccnc2)n2ncnc2N1 (stereo not given)	12.1%	-1.2
CCOC(=O)N1CCN(S(=O)(=O)c2c(C)nc3scc(C)n3c2=O)CC1	i	21.0
Cn1c(=O)c2c(nc(SCC(=O)Nc3ccccc3N3CCCCC3)n2C)n(C)c1=O	u	x
Cc1ccc(S(=O)(=O)NCC(=O)OCC(=O)NCc2cccs2)cc1	u	x
COc1ccc(CCNC(=O)C(=O)NCC2OCCN2S(=O)(=O)c2ccc(Br)cc2)cc1 (stereo not given)	8.7%	8.5
CC1CCN(CC(=O)c2c[nH]c3ccccc23)CC1	10.4%	2.2
COc1ccc(NC(C)=O)cc1S(=O)(=O)NC(C)c1ccc(-n2ccnc2)cc1 (stereo not given)	u	x
Cc1sc(N)nc1-c1c(C)n(C)c2ccccc12	i	7.2
O=C(CN1CCCC1)N1c2ccccc2Sc2ccccc21	u	x
Cc1cc(C)c(NS(=O)(=O)c2c(C(=O)N3CCOCC3)c(C)n(C)c2C)c(C)c1	i	-16.2
COc1ccc(CCN2CC34C=CC(O3)C(C(=O)NCc3ccccc3Cl)C4C2=O)cc1OC (stereo not given)	i	x
CC1CCN(C(=O)C(C)Sc2nc(-c3ccccc3)cc(C(F)(F)F)n2)CC1 (stereo not given)	u	x
CN(C)CCCN(C(=O)c1ccc(S(=O)(=O)N(C)Cc2ccccc2)cc1)c1nc2c(F)cccc2s1	14.4%	25.1
CCn1cc(C(=O)O)c(=O)c2cc(F)c(N3CCN(C(=S)NC(=O)c4cc(OC)cc(OC)c4)CC3)cc21	u	x
COc1ccc(C(=O)Nn2c(C)nc3ccccc3c2=O)cc1Br	14.6%	18.2
O=C(CN(Cc1ccccc1F)C(=O)c1csnn1)NCc1ccc2c(c1)OCO2	u	x
CN(CCCN1CCCCC1)C(=O)CCc1nnc(C2CCCCC2)o1	14.9%	6.1
CC(NC(=O)COC(=O)C1CC2CCCC(C1)C2=O)c1ccccc1 (stereo not given)	-18.7%	29.3
O=C1C2CCCN2C(c2cccs2)N1c1ccc(F)cc1 (stereo not given)	0.3%	-1.4
CCOC(=O)CCC(=O)NCc1ccc2[nH]c(C)cc2c1	0.9%	0.4
COc1ccc(Cn2c(CCC(=O)Nc3ccccc3)nc3cccnc32)cc1	u	x
CC(=O)c1sc(NC(=O)C2CC(=O)N(Cc3ccccc3)C2)nc1-c1ccccc1 (stereo not given)	u	x
O=C(CSc1n[nH]c(-c2ccccc2Br)n1)NC(=O)NCc1ccco1	u	x
COc1cc(C(=O)Nc2cnc(NC(=O)C(C)C)cc2C)cc(OC)c1OC	u	x
COc1ccc(CCC(=O)Nc2nc3ccccc3[nH]2)cc1	u	x
Next part:
SMILES	Lipid storage S3	Lipid storage S3 cell count max
CC(C)[C@H](N)C(=O)N1CCC(C(=O)N[C@@H](Cc2ccccc2)C(=O)NCc2ccc(F)cc2)CC1	i	16.8
CS(=O)(=O)c1ccccc1-c1nnc(NC(=O)c2ccc3ncsc3c2)o1	9.3%	x
Cc1cc(Cl)c2oc(C(=O)N(C)C(C)c3ccccn3)c(C)c2c1 (stereo not given)	u	x
COc1ccc(C(C)NC(=O)Cc2ccc(Br)cc2)cc1 (stereo not given)	11.4%	14.7
O=C1/C(=C\c2cccnc2)Sc2ccccc21	u	x
Cc1ccc(OCC(=O)NC(=S)Nc2ccc(Br)cn2)cc1	u	x
COc1cc(/C=C2/C(=O)N(C)C(=S)N2C)ccc1OCc1cccc(F)c1	u	x
Cc1nnc(SCC(=O)NCc2ccc3c(c2)OCO3)s1	u	x
Cn1c2ccccc2c2nnc(SCC(=O)Nc3ccccc3F)nc21	-11.8%	-7.7
Cn1c2[n+](c3ccc(Cl)cc3c1=O)Cc1ccccc1-2	3.3%	7.3
CCOC(=O)C1CCN(S(=O)(=O)c2ccc(Cl)cc2)CC1	3.7%	-0.9
Cc1nc2ccc(NC3=NCCCCC3)cc2s1	u	x
CC1(C)Oc2ccc(C(=O)N3CCc4ccccc43)cc2N(CC(=O)N2CCCC2)C1=O	u	x
CCN(CC)S(=O)(=O)c1cccc(-c2nnc(SC(C)C#N)n2Cc2ccccc2)c1 (stereo not given)	u	x
CN(CC(=O)O)S(=O)(=O)c1ccc(F)cc1	-2.2%	12.3
Cc1ccc(C2C(=O)N(C3CCC(C)CC3)CC(=O)N2C2CC2)cc1 (stereo not given)	-3.0%	-3.9
O=C(CSc1nnnn1-c1ccc2c(c1)OCCO2)N1CCN(C(=O)c2ccco2)CC1	1.7%	-0.6
COCCOC(=O)c1nccnc1C(=O)Nc1ccc(S(=O)(=O)N2CCOCC2)cc1	u	x
COc1ccc(-c2cn(-c3ccccc3)c3[n+]2CCS3)cc1	u	x
Cc1ccc(-n2c(C)cc(/C=N/NC(=O)c3ccc(CN4CCOCC4)cc3)c2C)cc1	-19.7%	-3.7
N#C/C(=C/c1ccc(-c2ccc(S(N)(=O)=O)cc2)o1)c1nc2ccccc2s1	u	x
CCOC(=O)CSc1ccccn1	-20.0%[9.22 µM]	-11.1
CCC(C)c1ccccc1NC(=O)Cc1coc2cc3c(cc12)CCC3 (stereo not given)	u	x
C(=N\n1cnnc1)/c1ccc(N2CCOCC2)s1	19.7%	-5.3
O=C(CN1C(=O)c2ccccc2C1=O)N1CCN(c2ccccc2)CC1	u	x
COc1cccc(/C=N/NC(=O)C[n+]2ccccc2)c1OC	u	x
O=C(O)CS(=O)CC(=O)Nc1cccc(C(F)(F)F)c1 (stereo not given)	u	x
COc1ccc(-c2nnc(SCc3cccc(C)c3)n2N)cc1	-23.9%	-5.7
COc1nc(C)ccc1-c1noc(-c2ccncc2)n1	9.0%	4.2
O=C(COC(=O)/C=C/c1ccccc1[N+](=O)[O-])Nc1ccc(OCc2ccccc2)cc1	u	x

Entries of single compounds as entered above. Order of screens: Lipid storage S3, Lipid storage S3 cell count max
Listed for COc1nc(C)ccc1-c1noc(-c2ccncc2)n1 = 9.0%, 4.2
Listed for COc1cccc(/C=N/NC(=O)C[n+]2ccccc2)c1OC = u, x
Listed for O=C(CSc1nnnn1-c1ccc2c(c1)OCCO2)N1CCN(C(=O)c2ccco2)CC1 = 1.7%, -0.6
Listed for Cc1ccc(-n2c(C)cc(/C=N/NC(=O)c3ccc(CN4CCOCC4)cc3)c2C)cc1 = -19.7%, -3.7

Random excerpt: 5 records from the list.
SMILES	Lipid storage S3	Lipid storage S3 cell count max
O=C(O)CS(=O)CC(=O)Nc1cccc(C(F)(F)F)c1 (stereo not given)	u	x
Cc1ccc(-n2c(C)cc(/C=N/NC(=O)c3ccc(CN4CCOCC4)cc3)c2C)cc1	-19.7%	-3.7
N#C/C(=C/c1ccc(-c2ccc(S(N)(=O)=O)cc2)o1)c1nc2ccccc2s1	u	x
COc1ccc(-c2nnc(SCc3cccc(C)c3)n2N)cc1	-23.9%	-5.7
COc1cccc(/C=N/NC(=O)C[n+]2ccccc2)c1OC	u	x

Going on with the list.
SMILES	Lipid storage S3	Lipid storage S3 cell count max
CC1=NN(c2ccc(C)c(C)c2)C(=O)C1C(c1cccc(O)c1)C1C(=O)N(c2ccc(C)c(C)c2)N=C1C (stereo not given)	-11.4%	-12.9
COc1ccc(S(=O)(=O)N2CCCCC2)cc1NC(=O)c1cnc(C)cn1	u	x
O=C(CN1CCc2ccccc2C1)Nc1ccccc1N1CCCCCC1	u	x
Cc1ccc(S(=O)(=O)CNC(=S)c2ccc3ccccc3c2)cc1	u	x
CC(=O)c1cc2c(cc1N(C(=O)c1ccco1)C(C(=O)NC1CCCC1)c1ccccc1F)OCO2 (stereo not given)	u	x
CC(=O)N1N=C(c2ccco2)CC1c1ccco1 (stereo not given)	u	x
Cc1c(C(=O)N2CCc3ccccc3C2)oc2ccccc12	u	x
CC(C)=NOc1nc(N(C)C)nc(N(C)C)n1	2.9%	-6.6
COC(=O)c1ccc(Cn2cc(C(F)(F)F)ccc2=O)cc1	25.4%	7.4
O=C1NC2(CCCCCC2)N=C1c1ccc(F)cc1	u	x
CCS(=O)(=O)CCSc1nc2ccccc2o1	u	x
COc1ccc(C)cc1NC(=O)C1CC(=O)N(Cc2ccco2)C1 (stereo not given)	5.6%	4.1
O=C(Nc1nc(-c2ccncc2)cs1)c1ccco1	u	x
Cc1cc(C(=O)COc2cccnc2[N+](=O)[O-])c(C)n1Cc1cccs1	u	x
O=C(Oc1ccc2ccccc2c1)c1ccco1	-0.2%	-8.9
CCc1cccc(NC(=O)C2CCCN(S(=O)(=O)c3ccc4[nH]c(=O)ccc4c3)C2)c1 (stereo not given)	i	16.0
O=c1oc(-c2cc3ccccc3o2)nc2sc3c(c12)CCCC3	0.8%	-5.7
Cc1cccc(NC(=S)NCc2ccc3c(c2)OCO3)c1C	u	x
CCOC(=O)C(C)Sc1nc(N)c(NC(=O)c2ccc(OC)c(OC)c2)c(=O)[nH]1 (stereo not given)	u	x
COc1ccc(S(=O)(=O)N2CCCCCC2)cc1C(=O)NC1(C)CCS(=O)(=O)C1 (stereo not given)	u	x
CCCCOc1ccc(C(=O)NCC2(c3ccc(OC)cc3)CCOCC2)cc1	u	x
CCOC(=O)c1cnn(CCOC(=O)c2ccccc2F)c1NC(=O)c1ccccc1F	-1.3%	-3.7
OC(CN1CCN(c2cccc(Cl)c2)CC1)c1ccc(F)cc1 (stereo not given)	u	x
O=C(CCc1ccccc1)Nc1ccc(N2CCOCC2)c(Cl)c1	-1.1%	-14.0
CCOC(=O)c1ccc(NC(=O)CN2C(=O)NC3(CCCCCC3)C2=O)cc1	-3.8%	-8.2
Cc1onc(COc2ccccc2O)c1Br	u	x
CN(C)S(=O)(=O)c1ccc(C(=O)N2CCN=C2SCc2ccccc2)cc1	4.7%	-8.4
Nn1c(Nc2ccc(Cl)cc2)nncc1=O	u	x
COc1ccc(-c2ccc(OC)c([C@H]3[C@@H]4C=CCC[C@@]4(C)C(=O)N3Cc3ccccc3)c2)cc1OC	2.5%	24.9

From PubChem BioAssay

A portion of the library; rates above refer to the full screens.
